Bioassay records as filed in PubChem.
VIM-2 inhibitor: blocks Pseudomonas aeruginosa VIM-2 metallo-beta-lactamase; purified VIM-2, nitrocefin hydrolysis, epi-absorbance fluorescence; inhibition, % at 5.6 µM; 0.89% of 290,000 active; AID 1527;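 active means inhibition above the mean of all tested compounds plus 3 SD, cutoff set per screening run, cut at about 7.5% in these data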;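 further: red hydrolysis product quenches plate fluorescence so inhibitors raise well fluorescence; 0% = enzyme with DMSO and 100% = DMSO without enzyme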
FID counter: displaces DNA intercalator in HCV helicase counter-screen; 0.17% of 290,000 active; DNA fluorescent intercalator displacement, fluorescence; inhibition, % at 7.9 µM; in the data active means inhibition above about 37%;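 further: 0% = vehicle and 100% = reference compound; higher means more ethidium bromide displaced from hairpin DNA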
IMP-1 inhibitor: inhibitors of Pseudomonas aeruginosa IMP-1 metallo-beta-lactamase | purified IMP-1, nitrocefin hydrolysis, epi-absorbance fluorescence | inhibition, % at 5.6 µM | 0.45% of 290,000 active | AID 1556;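 active means inhibition above the mean plus 3 SD of all compounds in the same screening run, cut at about 4.5% in these data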;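 further: 0% = IMP-1 with DMSO and 100% = DMSO wells lacking enzyme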
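Assay system: purified IMP-1; Quantity: IMP-1 0.2 nM before substrate addition; Medium: HEPES buffer pH 7.1 with ZnSO4 and Brij 35; Incubation: 15 min enzyme–compound preincubation, then 25 min nitrocefin reaction, 25 °C; Signal: fluorescence quenching readout, ex 480/em 530 nm; Controls: DMSO with and without IMP-1; Repeats: singlicate testing.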
p-CIP stab down: compounds decreasing mouse p/CIP protein stability; 0.01% of 290,000 active; decrease of EGFP signal, % at 10 µM; AID 1984; Q05BA5; F442A p/CIP-EGFP cells, EGFP fluorescence, 16 h;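 active means EGFP signal decrease of at least 30% at 10 µM or well 3 SD below plate mean, unless failing retest; inactive means the rest, including hits failing retest or dose response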; further: some compounds called inactive have numbers as strong as hits; many of its hits are not listed in these tables
UBC9 SUMO inh: blocks human SUMOylation mediated by UBC9; P63279; HTRF SUMOylation assay, SAE1/SAE2 + UBC9, in vitro; inhibition, % at 35 µM; 0.36% of 290,000 active; in the data active means inhibition above about 50%, passing the limit was not always enough; inconclusive means no clear call, values can overlap the other calls; further: strong numbers were not always called active
IDE act: activators of human insulin-degrading enzyme in cells; HEK cells, FAbeta-B cleavage, fluorescence polarization; 0% vehicle, 100% cell-free pure enzyme wells; activation, % at 5.96 µM; 0.073% of 340,000 active;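 active means activation above the mean of all tested compounds plus 3 SD, set per screening campaign, cut at about 17% in these data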
MEKK3 PB1 HTS: MEKK3-MEK5 PB1 interaction, increase or decrease; 1.4% of 290,000 active; Q99759; bead-based flow cytometry, Alexa488-MEK5 binding to MEKK3; actives lie on both sides; 0 = blocked by unlabeled MEK5, 100 = vehicle; binding response (% of control), % at 10 µM;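 active means binding response more than 3 SD above or below the average of its plate-row segment, actives on both sides; inconclusive means wells at one plate position flagged as instrument error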;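 further: Alexa488 bead fluorescence after subtracting the streptavidin-only scavenger bead signal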
Target sequence (Q99759 whole entry, looked up): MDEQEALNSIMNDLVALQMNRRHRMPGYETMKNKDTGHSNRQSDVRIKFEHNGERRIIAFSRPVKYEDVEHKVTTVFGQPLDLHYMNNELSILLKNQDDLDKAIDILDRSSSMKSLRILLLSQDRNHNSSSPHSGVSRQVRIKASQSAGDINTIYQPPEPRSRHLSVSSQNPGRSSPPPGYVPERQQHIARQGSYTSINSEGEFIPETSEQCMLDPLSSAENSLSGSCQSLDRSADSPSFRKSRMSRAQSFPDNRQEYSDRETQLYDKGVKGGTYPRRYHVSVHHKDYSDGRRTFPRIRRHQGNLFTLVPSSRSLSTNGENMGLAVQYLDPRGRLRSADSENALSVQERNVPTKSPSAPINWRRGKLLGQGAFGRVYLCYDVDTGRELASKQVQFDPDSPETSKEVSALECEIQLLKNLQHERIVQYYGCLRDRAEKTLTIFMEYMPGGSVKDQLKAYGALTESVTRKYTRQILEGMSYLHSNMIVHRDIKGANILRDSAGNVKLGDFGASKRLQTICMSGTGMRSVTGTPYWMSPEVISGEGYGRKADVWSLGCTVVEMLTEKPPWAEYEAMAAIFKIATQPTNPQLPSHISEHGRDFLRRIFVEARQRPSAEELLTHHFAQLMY
NS3 helicase inh: HCV NS3 helicase inhibition. NS3 helicase DNA unwinding, Cy5 molecular beacon fluorescence. 0.56% of 290,000 active. inhibition, % at 10.9 µM;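 active means inhibition above the mean of all tested compounds plus 3 SD, set per campaign, cut at about 35% in these data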;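 further: 0% = DMSO wells and 100% = thioflavine S control wells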
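Test system: hepatitis C virus NS3 helicase domain fragment enzyme. Also added: annealed dual-labelled DNA beacon duplex, ATP-started. Timing: 60 min unwinding reaction at 25 °C after ATP addition. Technique: Cy5 fluorescence. Measure: % inhibition of unwinding.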
PHOSPHO1 block: inhibitors of human PHOSPHO1 phosphatase; inhibition, % at 13.3 µM; Q8TCT1; recombinant PHOSPHO1, absorbance phosphatase assay; 1.1% of 290,000 active; in the data active means inhibition above about 60%
Target sequence (Q8TCT1 whole entry, looked up): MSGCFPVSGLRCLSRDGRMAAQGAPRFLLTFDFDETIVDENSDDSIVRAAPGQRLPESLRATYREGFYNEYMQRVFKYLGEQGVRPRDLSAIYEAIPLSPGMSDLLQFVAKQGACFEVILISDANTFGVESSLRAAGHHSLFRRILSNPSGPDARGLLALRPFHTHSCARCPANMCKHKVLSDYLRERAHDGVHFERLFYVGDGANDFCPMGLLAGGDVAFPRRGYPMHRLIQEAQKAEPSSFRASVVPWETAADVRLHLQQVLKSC
Numbers without * were called inactive; ? = inconclusive; / = not tested or not shown; [ ] = dose if it differs, or a comment.

The line under a structure holds: VIM-2 inhibitor	FID counter	IMP-1 inhibitor	p-CIP stab down	UBC9 SUMO inh	IDE act	MEKK3 PB1 HTS	NS3 helicase inh	PHOSPHO1 block
- O=C1CC(O)(C(F)F)Oc2ccc3ccccc3c21 (stereo unspecified)
 : 1.6	-1	-4.5	0	-2	-1	99	0	67*
- COC(=O)CN(C#N)c1nc(NCc2ccccc2)nc(OC)n1
 : 0.8	-13	-0.1	0	-6	0	106	6	46
- O=C(CSc1nncn1-c1ccccc1)Nc1ccc(N2CCOCC2)cc1
 : -1.7	-9	-3.0	-4	36	-3	103	1	87*
- Cc1ccc(COCCN2CCN(S(=O)(=O)c3ccc(C)cc3)CCC2=O)cc1
 : -3.0	-39	-4.9	-5	-13	0	112	1	1
- CN(C)CCCNC(=O)C1(O)c2cc(Br)ccc2NC(=O)N1c1c(F)cccc1F (stereo unspecified)
 : -2.5	-11	-3.3	-6	10	1	102	13	28
- CSc1ncc(CN2CCc3c([nH]c4ccccc34)C2C(C)(C)C)cn1 (stereo unspecified)
 : 0.6	-6	0.5	-9	0	4	101	-11	-6
- COc1ccc(N(C(C)C(=O)NCCSCc2cccc(Cl)c2)S(C)(=O)=O)cc1 (stereo unspecified)
 : -1.8	-34	-2.9	-14	5	2	99	-13	25
- CCc1ccc(N2CCN(S(=O)(=O)CC34CCC(CC3=O)C4(C)C)CC2)cc1 (stereo unspecified)
 : -2.3	-37	-1.0	-15	7	-3	108	-2	3
- Cn1c(=O)c2c(SCc3ccccc3)nc(C3CC3)nc2n(C)c1=O
 : 1.7	0	-0.9	-3	2	4	?	4	36
- Cc1ccc(N(CC(=O)N/N=C/c2cccs2)S(C)(=O)=O)cc1
 : 1.3	-14	-2.0	-32	14	5	96	0	12
- CCN(C(=O)c1cn(C)c(=O)c2cc(OC)c(OC)cc12)c1cc(C)ccc1C
 : -4.6	-37	-3.4	2	-7	6	1.0*[inhibitor]	-3	5
- CCc1cc(C(=O)NNC(=S)NC(C)c2ccccc2)cs1 (stereo unspecified)
 : -2.6	-8	-2.2	0	2	-5	88	2	65*
- N#C/C(=N\Nc1cc(Cl)cc(Cl)c1)c1nnc2n1CCCCC2
 : -1.4	1	-2.4	-23	1	-5	111	1	-17
- O=C(c1cc(-c2ccc(Cl)c(Cl)c2)on1)N1CCOCC1
 : -2.8	-24	-2.7	8	-3	5	98	3	28
- O=c1ccc(-c2ccccc2)nn1Cc1ccccc1
 : -1.8	-14	-3.0	/	/	3	105	1	/
- CCCCNC(=O)C1(NC(=O)Nc2ccc(C)cc2)CCCCC1
 : -2.1	-5	-4.7	-27	20	/	103	5	29
- O=C(CSc1nc2ccccc2s1)N/N=C/c1ccco1
 : -2.8	-2	-2.0	-11	11	3	100	-9	-9
- COc1ccc(/C=C/C(=O)NC(=S)NN2CCCCC2c2cccnc2)cc1 (stereo unspecified)
 : -3.6	-17	-4.4	15	2	1	121	-3	-33
- N#Cc1ccc(CSc2nc(N)cc(N)n2)cc1
 : -0.5	-2	-0.4	3	-4	1	97	7	45
- Cc1cc(N2CCN(c3cccc(C(F)(F)F)c3)CC2)n2ncnc2n1
 : -2.1	-5	-2.5	-11	16	-2	100	-8	-1
- O=C(NNc1c(Cl)cncc1Cl)c1cccs1
 : -3.3	2	-3.5	-12	13	8	105	-2	12
- C/C(=N\NC(=O)C(c1ccncc1)N1CCOCC1)c1ccc(Br)cc1 (stereo unspecified)
 : -2.0	-1	-2.9	-5	-6	3	117	-7	-2
- CC1CCN(c2ccc(C(=O)O)cc2)CC1
 : -2.7	4	-1.0	6	3	3	97	9	15
- COc1ccc(NC(=O)c2cc(-c3ccccc3O)n[nH]2)cc1Cl
 : -2.0	-19	-1.6	-2	37	4	104	0	20
- CC1(c2ccccc2)NC(=O)N(CC(=O)NC(=O)NCc2ccco2)C1=O (stereo unspecified)
 : -2.1	-7	-2.4	1	25	3	100	11	30
- CCOC(=O)c1c(NC(=O)c2cc(C)oc2C)sc(C(=O)Nc2ccc(Cl)cc2)c1C
 : -1.2	-2	-2.9	-2	-15	4	94	7	-36
- COc1ccccc1-c1nnc(Sc2nc([N+](=O)[O-])nn2C)o1
 : 2.5	3	4.5	5	3	3	85	11	-2
- CCCCNC(=O)c1ccc2c(c1)C(=O)N(Cc1ccncc1)C2=O
 : -1.7	-27	0.1	-9	5	3	93	21	46
- COc1cccc(/C=N/N2C(=O)CSC2=S)c1O
 : -3.4	5	0.9	6	16	-4	103	7	-7
- COc1ccc(C2N(C(=O)CN3CCOCC3)CCN2S(=O)(=O)c2ccccc2)cc1 (stereo unspecified)
 : -1.7	-8	-1.5	-5	-1	6	86	-3	11
- Cc1nc(NC(=O)CSc2nnc(-c3ccncc3)n2C)sc1C
 : 0.2	-15	-0.1	-19	-5	0	101	11	19
- CCCC(=O)C1=C(O)C(c2cccc(Oc3ccccc3)c2)CCC1=O (stereo unspecified)
 : -2.5	-16	-0.4	5	21	2	102	15	-5
- O=C(/C=C/c1ccccc1Cl)NCc1ccccc1
 : 1.1	-10	0.4	-4	-12	-3	104	0	22
- COc1ccc(C2=NS(=O)(=O)N(C)C(C(=O)N3CCCCC3C)=C2)cc1 (stereo unspecified)
 : -2.6	-26	-4.6	0	9	8	101	4	-14
- COc1ccc(NC(=O)c2ccccc2NC(=O)c2cccs2)cc1
 : -0.7	-14	-4.2	4	-6	-4	98	-11	36
- Cn1cnnc1SCc1ccccc1
 : -0.2	0	1.8	4	4	-6	/	19	13
- COC(=O)c1ccccc1NC(=O)COC(=O)CO/N=C(\C)c1ccc2c(c1)OCO2
 : -2.6	-29	-0.7	-6	12	2	103	-2	19
- COc1ccc(C(=O)NC2CCN(C(=O)Nc3ccc(F)cc3)CC2)cc1
 : 0.4	-10	0.3	-5	35	4	101	-8	36
- O=C(Oc1ccc(Cl)cc1)c1ccc(N2CCOCC2)c([N+](=O)[O-])c1
 : 0.2	5	-3.0	1	-2	1	94	-5	13
- CC(=O)Cn1ncc(N(C)Cc2ccccc2)c(Cl)c1=O
 : -0.5	-9	-3.2	7	1	2	106	-2	38
- O=C(COc1ccc(Cl)cc1)NCCNc1ccc([N+](=O)[O-])cc1
 : 1.0	0	-1.0	4	-4	-2	99	4	23
- CCc1noc(C)c1C(=O)N1CCCC(CCC(=O)NCc2ccc(F)c(F)c2)C1 (stereo unspecified)
 : 0.5	-14	-0.5	-6	1	6	101	3	47
- Cc1cc(C)c2[nH]c(=O)c(CN(Cc3ccccc3)C(=S)NCCCN(C)C)cc2c1
 : -3.3	24	-1.7	-3	0	2	97	-86	28
- COC(=O)c1ccc(N/C(C)=C/C(=O)c2ccc(C)o2)cc1
 : -1.2	-1	-0.5	2	8	-5	102	3	0
- COc1ccc2[nH]c3c(=O)n(/N=C/[C@H]4C(C)C=C(C)CC4C)c(=O)[nH]c3c2c1 (stereo partly specified)
 : 3.6	0	1.2	-10	5	3	99	9	-2
- O=C(O)Cn1c(=O)cnc2ccccc21
 : 4.6	-4	4.4	2	-6	1	91	7	-2
- COC(=O)c1c(NC(=O)CN2CCN(c3ncccn3)CC2)sc(C(N)=O)c1C
 : -0.1	-34	-4.5	-1	18	1	98	17	34
- COc1ccccc1NC(=O)Cc1nnc(SCC(=O)Nc2ccc(F)cc2F)n1C
 : -2.7	-18	-1.9	-2	-1	5	99	5	19
- COC(=O)c1c(C(=O)OC)c(-c2ccc(F)cc2)n2c1CSC2
 : 0.0	-22	-3.4	-12	4	4	111	-7	26
- NS(=O)(=O)c1ccc(CCNC(=O)CCCNC(=O)c2ccc(Cl)cc2)cc1
 : -0.9	-9	-4.2	-5	-6	3	89	-8	-37

New compounds follow.
The line under a structure holds: VIM-2 inhibitor	FID counter	IMP-1 inhibitor	p-CIP stab down	UBC9 SUMO inh	IDE act	MEKK3 PB1 HTS	NS3 helicase inh	PHOSPHO1 block
- O=C1c2ccccc2-c2nc3ncnn3c(-c3ccccc3)c21
 : 0.6	4	-0.7	/	/	/	/	2	/
- O=C(Nc1ccccc1)Nn1cnnc1
 : -1.5	-3	-3.2	-10	20	5	104	5	2
- CCOC(=O)Cn1nc(-c2ccc(F)cc2)oc1=O
 : -0.7	-2	-0.4	-3	-6	-6	102	-1	2
- COc1ccc(/C=N/NC(=S)Nc2ccccc2)cc1COc1cccc(C)c1C
 : -3.6	-7	-2.9	16	-36	-9	92	-13	0
- CCCCNC(=O)CNC(=O)c1nn(-c2ccc(OC)cc2OC)c(=O)c2ccccc12
 : -0.4	-17	-2.1	-1	-10	0	100	-8	6
- CC(C)(C)OC(=O)N/N=C\c1cccnc1
 : -2.7	-1	-0.8	3	12	2	99	10	-26
- Cc1nc(C)c(C(=O)Nc2cccc(Cl)c2)o1
 : -2.3	-4	-3.2	9	-40	5	77*[inhibitor]	9	35
- CCN(CC)c1ccc(/C=N/NC(=S)NCc2ccccc2)cc1
 : -4.0	-4	-2.5	8	-7	-4	96	-4	18
- CC(=O)Oc1ccc2c(=O)c(-c3ccccc3)coc2c1
 : -0.5	-8	-2.3	5	25	3	104	8	24
- CC(C)Cn1c(-c2cc([N+](=O)[O-])ccc2Cl)nc2c1c(=O)[nH]c(=O)n2Cc1ccccc1
 : -3.0	-25	-1.7	-16	-7	2	106	-6	12
- CC(=O)O/N=C/c1c(N2CCOCC2)n(C)c2ccccc12
 : -4.7	-4	-0.2	-2	5	-2	99	-3	44

These rows are one share of the data; the hit share may differ from the screen's.
